# Bioassay records deposited in PubChem by The Scripps Research Institute Molecular Screening Center.
# hcDAF12 agonist: H. contortus DAF-12 nuclear receptor activators, primary screen, cell-based, luminescence, HEK293, lit1-tk-luc reporter; HEK293 hcDAF-12 lit1-tk-luc reporter; 0% DMSO, 100% Δ7-dafachronic acid; activation, % at 6.8 µM; 1.4% of 370,000 active; AID 652067, 2013;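 active means activation above the mean of all tested compounds plus 3 SD, cut at about 5.5% in these data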;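 further: 100% = response to 3 µM Δ7-dafachronic acid high control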
# PLCg1 inh: PLC-gamma1 enzyme inhibitors, primary screen, biochemical, fluorescence, purified enzyme | 1-phosphatidylinositol 4,5-bisphosphate phosphodiesterase gamma-1 (Homo sapiens), P19174 | fluorogenic substrate | inhibition, % at 12.2 µM | 0.84% of 370,000 active; in the data active means inhibition above about 9.5%
# DAX1 inh-1: DAX1 (NR0B1) inhibitors, primary screen, cell-based, HEK293, Gal4-DAX1, luciferase luminescence. Nuclear receptor subfamily 0 group B member 1 (Homo sapiens), P51843. HEK293 Gal4-DAX1 luciferase reporter. inhibition, % at 6.75 µM. 0.99% of 340,000 active. AID 504766, 2011;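 active means inhibition above the mean over all tested compounds plus 3 SD, cut at about 4.2% in these data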;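 further: 0% = DAX1-transfected cells with DMSO and 100% = empty-vector control cells with DMSO; inhibition shows as a rise in luminescence from relieved DAX1 repression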
# Target sequence (P51843 207-470 limits assumed): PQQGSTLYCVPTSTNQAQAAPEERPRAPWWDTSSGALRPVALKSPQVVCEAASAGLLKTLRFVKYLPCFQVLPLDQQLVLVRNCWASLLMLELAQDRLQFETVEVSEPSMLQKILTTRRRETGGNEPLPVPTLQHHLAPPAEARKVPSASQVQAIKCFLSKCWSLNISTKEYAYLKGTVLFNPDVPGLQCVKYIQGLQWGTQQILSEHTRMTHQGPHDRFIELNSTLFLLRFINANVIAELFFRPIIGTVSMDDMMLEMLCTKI
# DAX1 inh-2: DAX1 (NR0B1) inhibitors on StAR promoter, primary screen, cell-based, luminescence, SF-1 (NR5A1), full-length DAX-1; HEK293T StAR-luciferase reporter, SF-1/DAX-1 repression relief; inhibition, % at 6.8 µM; 1.1% of 370,000 active; AID 652010, 2013;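 active means inhibition above the mean over all tested compounds plus 3 SD, cut at about 3.6% in these data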;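 further: 0% = DAX-1 cells with DMSO and 100% = cells lacking DAX-1 with DMSO; higher inhibition means more luminescence from relief of DAX-1 repression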
# GAA850 FXN act: FXN promoter activators, primary screen, cell-based, luciferase luminescence, HEK293 lucGAA850; HEK293 lucGAA850 FXN promoter luciferase reporter, 24 h; percent of 10 µM SAHA response; activation, % at 6 µM; 0.56% of 360,000 active;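 active means activation above the average of all compounds screened plus 3 SD, cutoff fixed separately per campaign, cut at about 7.5% in these data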;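 further: 0% = DMSO wells and 100% = 10 µM SAHA wells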
# sPLA2-III inh: human group III sPLA2 inhibitors, primary screen, biochemical, QFRET, BODIPY PC-A2 liposome substrate; Group 3 secretory phospholipase A2 (Homo sapiens), Q9NZ20; QFRET BODIPY PC-A2 liposome hydrolysis, fluorescence; inhibition, % at 12.2 µM; 0.56% of 370,000 active; AID 743126, 2013;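 active means inhibition above mean plus 3 SD of compounds lying within the high and low control bounds, cut at about 19% in these data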;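 further: 0% = median of test compound wells and 100% = no enzyme DMSO wells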
# hgDAF12 agonist: H. glycines DAF-12 receptor agonists, primary screen, cell-based, luminescence, HEK293, GAL4 fusion, UAS-luciferase; HEK293 GAL4-hgDAF12 UAS-luciferase reporter, agonist luminescence; normalized to butyrate control; activation, % at 6.8 µM; AID 687014, 2013; 1.8% of 370,000 active; Nuclear hormone receptor DAF-12 (Heterodera glycines), GAL4 fusion;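 active means activation above a cutoff set at the mean of all screened compounds plus 3 SD, cut at about 10% in these data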;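 further: 0% = DMSO wells and 100% = sodium butyrate wells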
# ADAM10 inh: human ADAM10 inhibitors, primary screen, biochemical, QFRET, HTS; recombinant ADAM10, EDANS/DABCYL FRET peptide cleavage, 3 h; inhibition, % at 7 µM; 0.62% of 370,000 active;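 active means inhibition above a per-campaign cutoff equal to the mean of compounds falling between control-based bounds plus 3 SD, cut at about 20% in these data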;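 further: 0% = DMSO wells while the 100% control is not disclosed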
# Target sequence (O14672 214-748 limits assumed): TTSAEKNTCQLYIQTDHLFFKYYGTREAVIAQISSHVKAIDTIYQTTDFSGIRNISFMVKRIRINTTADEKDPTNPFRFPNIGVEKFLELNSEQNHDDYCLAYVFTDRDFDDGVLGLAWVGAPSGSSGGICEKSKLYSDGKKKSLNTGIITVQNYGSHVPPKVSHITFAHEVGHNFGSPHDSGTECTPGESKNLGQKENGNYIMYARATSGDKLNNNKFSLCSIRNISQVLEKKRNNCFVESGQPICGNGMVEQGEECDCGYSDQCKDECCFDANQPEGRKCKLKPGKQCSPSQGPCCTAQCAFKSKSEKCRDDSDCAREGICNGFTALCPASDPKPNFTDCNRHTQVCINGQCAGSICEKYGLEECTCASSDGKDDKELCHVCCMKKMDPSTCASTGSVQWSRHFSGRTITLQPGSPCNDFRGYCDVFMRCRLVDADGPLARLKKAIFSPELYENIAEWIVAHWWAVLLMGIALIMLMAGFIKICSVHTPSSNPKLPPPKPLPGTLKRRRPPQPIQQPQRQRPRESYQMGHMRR
# ssDAF-12 act: S. stercoralis DAF-12 nuclear receptor activators, primary screen, cell-based, luminescence, HEK293, GRIP1 co-expression, lit1-tk-luc; Nuclear hormone receptor DAF-12 (Strongyloides stercoralis); HEK293 ssDAF-12/GRIP1 lit1-tk-luc reporter; % of 3 µM dafachronic acid response; AID 652126, 2013; 1% of 370,000 active; activation, % at 6.8 µM;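 active means activation above the mean over all tested compounds plus 3 SD, cut at about 0.9% in these data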;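 further: 0% = DMSO-only wells and 100% = 3 µM delta7-dafachronic acid wells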
# ADAM17 inh: ADAM17 inhibitors, primary screen, biochemical, QFRET; 0.83% of 370,000 active; AID 720648, 2013; inhibition, % at 6.95 µM; Disintegrin and metalloproteinase domain-containing protein 17 (Homo sapiens), P78536; recombinant ADAM17, EDANS/DABCYL FRET peptide cleavage;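 active means inhibition above the mean of compounds lying between control limits plus 3 SD, set per campaign, cut at about 8.5% in these data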;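 further: 0% = DMSO-only wells as the low control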
# PLC-beta3 inh: human PLC-beta3 inhibitors, primary screen, biochemical, fluorescence; 1-phosphatidylinositol 4,5-bisphosphate phosphodiesterase beta-3 (Homo sapiens), Q01970; Purified PLC-beta3, fluorogenic substrate; inhibition, % at 12.2 µM; 0.18% of 370,000 active; in the data active means inhibition above about 11%;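 further: 0% = median of compound wells on plate and 100% = full blocker control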
# * marks the source's active call; other numbers are inactive results; nt = not tested or not shown. Hits appear at their usual frequency; any-hit rate near 6.9%.
smiles	sPLA2-III inh	PLCg1 inh	PLC-beta3 inh	GAA850 FXN act	ADAM10 inh	hgDAF12 agonist	DAX1 inh-1	ssDAF-12 act	hcDAF12 agonist	DAX1 inh-2	ADAM17 inh
COc1cccc(CNC(=O)c2ccc(NC(=O)CC3SC(N4CCCC4)=NC3=O)cc2)c1 (stereo not given)	0.6	-2.2	-7.0	-1.3	-15.3	1.2	0.1	-2.0	-0.5	-1.7	-5.8
CCCS(=O)(=O)NC(=O)C1(C)CCN(C(=O)c2ccccc2OC(F)(F)F)C1 (stereo not given)	-4.9	-0.9	4.0	1.4	-9.8	-0.2	nt	-0.8	-0.9	0.9	-27.1
CN(C)S(=O)(=O)c1ccc(Cl)c(C(=O)NNC(=O)Cn2ccc(C(F)(F)F)n2)c1	-2.9	2.7	3.6	2.7	4.1	-0.6	0.3	-0.3	-0.5	-0.8	-0.5
CCc1nc2ccc(C(=O)Nc3cc(-c4ccccc4)ccc3OC)cn2c1N(C=O)CCC(C)C	2.6	-6.4	-7.5	-0.9	-6.1	0.2	nt	-1.6	-1.6	-0.8	0.0
CCN(C(=O)CSc1ccccn1)C1CCCCC1	19.1	-0.9	-6.7	2.0	-12.6	1.8	-0.6	-0.8	-0.8	0.4	-0.4
O=C(CSc1nnc(CNC(=O)C23CC4CC(CC(C4)C2)C3)n1-c1ccc(F)cc1)Nc1ccccc1	5.7	-3.8	-1.1	1.0	1.7	1.8	-0.2	-1.3	-0.8	0.6	1.6
Brc1ccccc1Cn1c(-c2cscn2)nc2ccccc21	-5.7	2.2	2.2	5.9	10.8	-3.1	-0.2	-1.3	-2.5	-0.8	1.0
Cc1ccc(C(=O)/C=C2\NCC(C)NC2=O)cc1 (stereo not given)	6.8	1.7	2.8	2.9	2.4	8.6	-1.4	-0.3	5.1	2.1	-5.6
CC1CCCCC1NC(=O)CSc1nc2ccccc2[nH]1 (stereo not given)	-6.7	-0.6	-2.8	1.0	-3.1	0.1	0.6	-0.7	-2.1	-0.6	-2.0
O=C(CSc1ccccc1C(=O)O)NCC1CCCCC1	4.2	0.2	-6.8	0.3	-5.5	-2.9	0.1	-1.6	-2.1	0.6	-3.7
N#C/C(=C(\O)c1ccco1)c1ccccn1	-0.4	-3.3	-6.9	0.4	6.0	2.6	3.4	-1.0	-0.6	0.6	-2.9
C[C@]12CCC3C(CC[C@H]4CCCC[C@]34C)C1CC[C@@]2(O)CNCCO (stereo not given in full)	2.4	3.6	-0.9	1.1	-1.5	2.0	-0.7	-1.1	0.8	-0.2	-1.6
O=S1CCCSC1c1cccnc1 (stereo not given)	2.3	2.5	3.0	-1.4	4.1	-0.5	0.1	-1.8	0.0	0.1	-2.7
C[C@H](O)[C@@H]1CN2CCc3c([nH]c4cccc(-c5ccccc5)c34)[C@@H]2C[C@@H]1N(C)CC1CCCCC1	1.1	-137.3	-182.2	nt	-68.8	-1.0	nt	-1.6	2.0	0.7	-18.0
Cc1ccc(S(=O)(=O)CC(=O)c2cc(C)c(O)c(C)c2)cc1	-12.2	0.4	-0.7	0.1	-1.0	-2.3	2.4	-1.1	0.1	0.2	0.8
COc1ccc(NC2CCCN(C(=O)CCN3CCCO3)C2)cc1 (stereo not given)	0.7	1.1	-4.5	-1.8	-1.5	0.8	1.1	-1.0	2.6	-2.9	-1.1
CC(=O)Nc1cc2nn(-c3ccccc3)nc2cc1Cl	2.3	-20.1	-38.9	5.2	-65.7	9.1	1.8	0.2	4.1	2.4	-20.7
COc1ccc(NC(=O)c2cccc3c2C(=O)N(C2CCCCC2)C3)cc1	-6.4	-0.5	-26.7	1.1	4.1	-0.7	0.3	-0.8	-0.3	-0.7	-0.1
COC[C@@H](O)[C@H]1OCc2cc(OC)ccc2[C@@H]1/C=C/c1ccccc1	9.1	-1.1	-2.1	nt	-12.0	-2.8	nt	-1.5	-0.8	-0.3	-0.9
CCC(=O)Nc1cccc(NC(=O)CSc2nnnn2C)c1	8.3	-3.9	-2.8	0.3	-9.1	-2.1	2.0	-1.6	1.1	-0.3	4.2
CCCCOc1ccc(OCCNC(=O)c2ccco2)cc1	2.9	6.5	-3.1	-0.1	10.2	-2.2	-0.1	-0.9	0.2	-1.0	3.5
COc1ccc(OCCCCOc2ccccc2Cl)cc1	-0.2	0.0	-2.9	-0.5	-1.2	0.9	-0.1	-1.9	-2.3	0.3	-2.1
CCC(NC(=O)c1ccccc1O)c1ccccc1 (stereo not given)	-2.5	-21.3	-32.5	-4.5	-305.4	-0.5	-0.1	-1.7	-2.6	-1.2	-105.5
CCOc1cc(C=O)ccc1OS(=O)(=O)c1ccc(NC(C)=O)cc1	2.5	4.8	1.4	0.1	11.7	-3.5	-2.0	-1.2	-2.7	-0.4	-1.8

# Some of the entries above, reformatted:
# The line under a structure holds: sPLA2-III inh | PLCg1 inh | PLC-beta3 inh | GAA850 FXN act | ADAM10 inh | hgDAF12 agonist | DAX1 inh-1 | ssDAF-12 act | hcDAF12 agonist | DAX1 inh-2 | ADAM17 inh
- COc1ccc(OCCCCOc2ccccc2Cl)cc1
 : -0.2 | 0.0 | -2.9 | -0.5 | -1.2 | 0.9 | -0.1 | -1.9 | -2.3 | 0.3 | -2.1
- CCC(NC(=O)c1ccccc1O)c1ccccc1 (stereo not given)
 : -2.5 | -21.3 | -32.5 | -4.5 | -305.4 | -0.5 | -0.1 | -1.7 | -2.6 | -1.2 | -105.5

# Next entries
smiles	sPLA2-III inh	PLCg1 inh	PLC-beta3 inh	GAA850 FXN act	ADAM10 inh	hgDAF12 agonist	DAX1 inh-1	ssDAF-12 act	hcDAF12 agonist	DAX1 inh-2	ADAM17 inh
COc1ccc(N(CC(=O)Nc2ccc(C)c(F)c2)S(=O)(=O)c2c(C)noc2C)cc1	7.3	0.5	-10.7	-1.8	-1.4	1.1	0.0	-1.1	-1.0	-0.4	0.1
O=C(NCC1OCCc2ccccc21)c1cc(COc2ccc(F)cc2Cl)on1 (stereo not given)	-1.2	-0.4	0.8	-0.8	4.5	0.1	-1.9	-1.6	2.6	0.3	1.9
O=C(Nc1ccccc1Cc1ccccc1)c1ccc2c(c1)SC1=NS(=O)(=O)CCN12	-15.3	6.6	0.6	1.6	3.3	3.9	-0.7	-1.5	-3.6	1.0	2.7
O=S(=O)(Nc1cccc(S(=O)(=O)N2CCCCCC2)c1)c1ccccc1	-20.1	1.9	-1.0	-0.2	-2.6	1.3	-0.5	-1.9	-0.3	0.4	-4.9
Cn1c(=O)n(C)c2cc(NC(=O)CSc3nnc(-c4ccccc4O)n3-c3ccccc3)ccc21	-9.0	-0.2	2.0	-2.7	1.2	-0.3	-1.3	-1.4	-0.7	-1.7	0.3
COc1ccc(/C=C2\SC(=O)N(CCc3nnc(N)s3)C2=O)cc1	0.0	4.2	-2.0	1.9	9.9	16.0*	1.6	0.7	3.7	4.1*	1.5
Cc1onc(-c2ccccc2)c1NC(=O)N(CCC#N)Cc1ccccc1	13.1	2.5	4.4	1.5	1.7	-2.6	nt	-1.1	-1.1	0.0	-7.7
Cc1ccc(Cl)cc1N1CCN(S(=O)(=O)c2c(C)[nH]c(=O)[nH]c2=O)CC1	-14.0	1.2	-2.0	-3.4	-5.8	-0.6	0.8	-0.7	-0.1	-0.7	-2.4
CCOc1ccc(NC(=O)CSc2nc3ccsc3c(=O)n2CCCCC(=O)O)cc1	3.1	0.6	-0.1	-0.2	-8.9	0.0	1.2	-1.5	-3.4	-0.9	-6.2
Cc1ccc(S(=O)(=O)N/N=C/c2c(C)nn(-c3ccccc3)c2C)cc1	-0.9	-1.8	-0.1	0.1	0.1	-2.0	0.9	-1.4	-0.7	0.2	-0.1
CCN(CCO)c1ncnc2onc(-c3ccc(F)cc3)c12	11.9	3.5	-6.3	0.0	0.6	-1.2	1.2	-0.9	-1.0	0.4	0.4
O[C@@H]1CN(CC2CCCCC2)[C@@H](c2ccc(Cl)cc2)C[C@H]1n1cc(-c2ccc(F)cc2)nn1	2.3	-1.2	1.3	-0.1	0.1	3.3	-0.2	-1.1	-1.1	-0.8	2.2
N#CC(C#N)=Cc1cccn1-c1ccc(C(=O)O)cc1	-0.1	1.9	0.3	2.7	3.0	0.3	1.1	-0.7	0.7	0.5	0.5
O=C(COC(=O)/C=C/c1cccc(C(F)(F)F)c1)NC(=O)NCc1ccccc1	2.5	0.7	-7.7	1.1	-6.8	1.4	-0.1	-0.1	-0.5	1.5	-1.7
COc1ccccc1NC(=O)NNC(=O)c1ccc2c(c1)NC(=O)C(C)(C)O2	-1.0	0.1	-3.3	1.7	-5.1	0.9	0.5	-0.6	-1.1	-0.4	2.0
CCOc1ccc(-n2c(C)nc3c(cnn3-c3ccc(Cl)cc3)c2=O)cc1	3.7	2.8	3.0	-2.9	7.4	2.6	0.1	-0.2	1.5	-0.1	0.7
O=C(Cc1ccccc1)NC1CCCCC1	5.0	7.4	6.1	-0.5	1.9	2.0	nt	-1.4	-1.1	0.6	3.1
Cc1cc(C)c2c(NC(=O)C3CC3)nn(C)c2n1	3.3	-12.4	-19.2	0.2	-30.1	1.2	1.5	-0.9	0.8	1.5	-14.3
CC1=C[C@@H]2[C@H]3C(=O)N(Cc4ccccc4)C(=O)[C@H]3[C@@H]1[C@@H]1O[C@@]3(C(=O)N(C)c4ccccc43)C3=C(CCCC3=O)N21	3.9	3.2	4.2	nt	-3.9	1.1	nt	-0.7	-1.2	2.2	-1.5
CC(=NN(Cc1ccccc1)c1ccccc1)c1ccccc1	1.7	1.3	-0.4	3.8	0.7	2.3	4.5*	-1.0	0.6	0.1	-1.3
COCCNC(=O)c1c[nH]c2ccc(S(=O)(=O)N3CCC4(CC3)OCCO4)cc2c1=O	5.9	-3.4	-4.7	-0.3	-51.9	-0.1	0.2	-1.4	-2.1	0.0	-15.9
Cc1cccc(N2CCN(C(=O)c3ccc(CNc4c(N5CCC(C)CC5)c(=O)c4=O)cc3)CC2C)c1 (stereo not given)	-1.1	1.7	1.5	-0.4	-0.2	2.0	-0.6	-1.7	-0.3	-0.5	-1.9
